Screening results: PubChem, The Scripps Research Institute Molecular Screening Center
KLK7 zymogen act – activators of human kallikrein-7 zymogen | activation, % at 7 µM | 370,000 compounds, 0.9% hits | purified proKLK7, EDANS-DABCYL substrate fluorescence; 100% is mature enzyme control, 0% vehicle | P49862;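 active = activation above the mean of all tested compounds plus 3 SD, computed per campaign excluding outliers beyond control limits, cut at about 13% in these data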
DDE Tn6 FP inh – inhibitors of Tn6 peptide binding to human fibrin DD(E); P02675; Fibrin DD(E) TRITC-Tn6 fluorescence polarization displacement; 370,000 compounds, 0.21% hits; inhibition, % at 8.3 µM;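 active = inhibition above a per-campaign cutoff: mean of compounds within control limits plus 3 SD, cut at about 15% in these data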;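 note: 0% = median of all compound wells on the plate and 100% = blocking peptide control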
Target sequence (P02675 whole entry, looked up): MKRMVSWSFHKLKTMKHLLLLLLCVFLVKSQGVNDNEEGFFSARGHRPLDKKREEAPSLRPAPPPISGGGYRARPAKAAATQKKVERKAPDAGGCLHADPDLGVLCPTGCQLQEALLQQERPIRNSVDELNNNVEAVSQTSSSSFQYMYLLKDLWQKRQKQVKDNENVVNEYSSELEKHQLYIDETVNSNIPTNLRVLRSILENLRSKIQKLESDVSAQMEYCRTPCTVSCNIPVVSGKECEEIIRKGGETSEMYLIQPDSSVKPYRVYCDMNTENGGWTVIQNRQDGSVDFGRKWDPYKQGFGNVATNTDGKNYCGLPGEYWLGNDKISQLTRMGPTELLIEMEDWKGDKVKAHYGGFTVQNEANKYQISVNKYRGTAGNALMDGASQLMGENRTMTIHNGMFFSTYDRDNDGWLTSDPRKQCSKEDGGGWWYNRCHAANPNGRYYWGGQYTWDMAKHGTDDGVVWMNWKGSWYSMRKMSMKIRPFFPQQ
ASAP1 inh – blocks human ASAP1-stimulated Arf1 GTP hydrolysis; Q9ULH1; GDP FP detection; inhibition, % at 16.5 µM; 360,000 compounds, 0.19% hits; in the data active = inhibition above about 25%;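 note: 0% = vehicle with enzyme and substrate and 100% = no enzyme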
PLCb3 inh – blocks human PLC-beta3 enzyme activity | Q01970 | Purified PLC-beta3, fluorogenic substrate, fluorescence | inhibition, % at 12.2 µM | 370,000 compounds, 0.18% hits; in the data active = inhibition above about 11%;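 note: 0% = median of compound wells on plate and 100% = full blocker control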
ADAM17 inh – inhibitors of human ADAM17 | 370,000 compounds, 0.83% hits | inhibition, % at 6.95 µM | P78536 | recombinant ADAM17, EDANS/DABCYL FRET peptide cleavage;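 active = inhibition above the mean of compounds lying between control limits plus 3 SD, set per campaign, cut at about 8.5% in these data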;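 note: 0% = DMSO-only wells as the low control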
Target sequence (P78536 215-824 limits assumed): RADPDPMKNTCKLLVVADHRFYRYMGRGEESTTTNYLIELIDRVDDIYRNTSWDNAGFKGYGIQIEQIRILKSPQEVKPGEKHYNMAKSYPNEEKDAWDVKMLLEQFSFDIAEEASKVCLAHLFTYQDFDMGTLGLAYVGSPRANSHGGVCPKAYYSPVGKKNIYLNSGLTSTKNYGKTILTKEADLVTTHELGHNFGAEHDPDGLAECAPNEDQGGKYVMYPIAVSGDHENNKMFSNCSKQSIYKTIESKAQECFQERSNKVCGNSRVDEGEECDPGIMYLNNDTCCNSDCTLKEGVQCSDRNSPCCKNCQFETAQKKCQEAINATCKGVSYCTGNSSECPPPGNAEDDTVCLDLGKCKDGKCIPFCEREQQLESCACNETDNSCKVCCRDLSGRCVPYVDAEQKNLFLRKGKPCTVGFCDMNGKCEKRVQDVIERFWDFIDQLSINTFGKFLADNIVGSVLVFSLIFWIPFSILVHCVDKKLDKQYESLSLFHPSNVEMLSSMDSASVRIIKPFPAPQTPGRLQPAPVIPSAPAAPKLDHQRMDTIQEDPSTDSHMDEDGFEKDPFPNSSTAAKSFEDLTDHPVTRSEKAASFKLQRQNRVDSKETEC
MBD2 inh – MBD2-methylated oligo binding inhibition | Q9UBB5 | TR-FRET, MBD2 binding to methylated oligonucleotide | inhibition, % at 4.4 µM | 370,000 compounds, 0.31% hits | AID 686964; in the data active = inhibition above about 13%
UHRF1 binding – blocks human UHRF1 binding to methylated DNA | Q96T88 | UHRF1 binding to methylated oligo, TR-FRET | inhibition, % at 4.4 µM | 370,000 compounds, 0.75% hits | AID 687016; in the data active = inhibition above about 21%;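 note: UHRF1 SRA domain binding a hemimethylated CpG hairpin DNA probe; 0% = median of test compound wells and 100% = reference inhibitor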
PLC-gamma1 inh – inhibitors of human phospholipase C gamma1; P19174; AID 720700; 370,000 compounds, 0.84% hits; inhibition, % at 12.2 µM; purified PLC-gamma1, fluorogenic substrate, fluorescence; in the data active = inhibition above about 9.5%
ARFGAP1 inh – inhibits rat ARF GTPase activating protein 1. Q62848. AID 651572. 360,000 compounds, 0.26% hits. Arfgap1-stimulated ARF1 GTP hydrolysis, GDP FP detection. inhibition, % at 16.5 µM;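 active = inhibition above a per-plate limit, mean inhibition of low control wells plus 3 SD, cut at about 25% in these data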;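 note: 0% = DMSO wells with enzyme and 100% = wells lacking Arfgap1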
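material = rat Arfgap1 catalytic domain, aa 1-136 | also added = human ARF1(Δ1-17)-GTP substrate | compound dosing = one concentration, 16.5 µM, DMSO 1.26% | times = GTP hydrolysis reaction 2 h at 25 °C | measured by = FP, GDP Alexa 633 tracer displaced from anti-GDP antibody, 620/688 nm | evaluation = percent inhibition of Arfgap1-stimulated GTP hydrolysis | replication = single well per compound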
DDE Tn7 FP inh – inhibitors of Tn7 peptide binding to human fibrin DD(E) | P02675 | FP displacement of FITC-Tn7 peptide from fibrin DD(E); 0% = median of compound wells per plate | inhibition, % at 8.3 µM | 370,000 compounds, 0.13% hits | AID 720508;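 active = inhibition above the mean of compounds falling within the control limits plus 3 SD of them, cut at about 14% in these data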;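 note: 0% = plate median of compound wells and 100% = 10 µM Aha-Tn7 peptide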
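Test system – human fibrin DD(E) · Times – 10 min preincubation, 3 h with tracer, room temperature · Detection – fluorescence polarization of the labelled Tn7 tracer · Measure – percent inhibition normalized to high-control wells · Benchmarks – high control wells with 10 µM unlabelled Aha-Tn7 peptide (full inhibition) · Repeats – singlicate testing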
* marks the source's active call; other numbers are inactive results; i = inactive.

Each structure is followed by: KLK7 zymogen act	DDE Tn6 FP inh	ASAP1 inh	PLCb3 inh	ADAM17 inh	MBD2 inh	UHRF1 binding	PLC-gamma1 inh	ARFGAP1 inh	DDE Tn7 FP inh
FC(F)(F)c1ccc(C2[C@H]3CN(Cc4cccnc4)[C@H](c4ccccc4)C34CC2(c2ccccc2)C4)cc1 (some centres not stated)
→ 0.1	2	6	0	-1	-3	-3	1	9	-5
COc1ccc(-c2cc(-c3ccccc3)nc(N3CCCC3)n2)cc1OC
→ -16	-9	4	-127	-25	-2	3	-76	5	-10
O=C(CCC(=O)Nc1ccccc1)NNS(=O)(=O)c1ccccc1[N+](=O)[O-]
→ 0.0	5	-9	2	-2	-3	-1	-1	9	-11
CCC1(CC)NC(=O)N(CC(=O)N2CCc3ccccc32)C1=O
→ -0.1	4	3	4	-2	-1	1	3	15	-2
CN(NS(C)(=O)=O)c1c(C#N)c(C(F)(F)F)nn1C
→ -0.2	-3	1	2	3	-1	-4	2	-1	7
O=C(Nc1ccc2nn(-c3ccccc3)nc2c1)c1ccc2c(c1)OCCO2
→ -12	-4	2	-31	-52	1	6	-24	10	-4
CCCOc1ccccc1/C=N/Nc1ccnc(=O)[nH]1
→ -0.6	-8	6	-5	-5	9	0	2	3	4
COc1ccc(OCC(O)Cn2c(N)nc3c2c(=O)[nH]c(=O)n3C)cc1 (configuration not stated)
→ -0.2	6	3	-7	-7	4	3	-1	-6	6
CC(=O)c1ccc(N2CCN(S(=O)(=O)c3ccc(-c4cc(C)no4)s3)CC2)cc1
→ -0.2	-16	-4	-4	2	-4	-2	3	0	-1
Cc1csc2nc3cc(C(N)=O)ccc3c(=O)n12
→ 22*	2	-20	i	-244	2	-1	i	0	-3
CN(C)c1nc(N)nc(CSc2nnnn2-c2ccc(Cl)cc2)n1
→ -0.5	6	-3	-3	-4	1	-2	-2	10	-7
Cc1cc(C)c(C#N)c(SCc2ccccc2F)n1
→ -0.1	-2	5	-2	1	3	0	-1	-3	12
CCN1C(=O)[C@H]2[C@H]3CN=C(SCc4ccc(C#N)cc4)N3[C@@](C)(C(=O)OC)[C@H]2C1=O
→ -0.1	5	4	5	1	-1	-1	2	9	-8
O=C(COC(=O)c1ccc(S(=O)(=O)N2CCCC2)cc1)Nc1ccccc1Cl
→ 0.4	2	-7	3	0	0	0	1	-8	4
Cc1ccc2sc(NC(=O)CN3C(=O)c4ccccc4C3=O)nc2c1C
→ 0.1	-1	2	-9	-2	7	-2	-3	1	1
O=C(c1cc(COc2ccc(F)cc2F)on1)N1C[C@H]2CC[C@H]1C2
→ -0.3	1	17	-2	-1	-1	1	1	11	-2
COc1ccccc1NC(=O)N1CCOCC1
→ -0.5	6	-10	-2	-2	1	-1	2	5	3
CC(C)(C)c1ccc(C(=O)N2CCN(c3ncccn3)CC2)cc1
→ -0.2	-4	5	-7	-5	-1	-1	-1	12	-1
Cc1ccc(-n2c(C)c3c(C)nnc(C)c3c2C)cc1N
→ 1.1	-5	-4	-16	-6	-1	-1	-5	5	3
COC(=O)C1=C(C)N(C)C(=O)NC1c1cc2c(cc1Br)OCO2 (configuration not stated)
→ 0.2	1	5	-4	1	-2	-2	-1	6	-3

Reprinted from the part before: two compounds, then new ones.
Each structure is followed by: KLK7 zymogen act	DDE Tn6 FP inh	ASAP1 inh	PLCb3 inh	ADAM17 inh	MBD2 inh	UHRF1 binding	PLC-gamma1 inh	ARFGAP1 inh	DDE Tn7 FP inh
Cc1ccc(-n2c(C)c3c(C)nnc(C)c3c2C)cc1N
→ 1.1	-5	-4	-16	-6	-1	-1	-5	5	3
COC(=O)C1=C(C)N(C)C(=O)NC1c1cc2c(cc1Br)OCO2 (configuration not stated)
→ 0.2	1	5	-4	1	-2	-2	-1	6	-3
O=C(OCCCN1C(=O)c2ccccc2C1=O)c1ccco1
→ 0.5	7	9	-1	-7	1	3	1	0	7
Cc1ccc(CNC(=O)c2cc3c(=O)n4ccccc4nc3n(Cc3ccco3)c2=N)cc1
→ -4.2	-8	5	i	-286	-5	-4	i	2	-3
O=[N+]([O-])c1ccccc1S(=O)(=O)N1CCN(c2ccccn2)CC1
→ -0.5	8	15	-4	-6	-2	0	-1	-1	13
CC(=O)C(C(c1ccccc1)N1CCCc2ccccc21)N1CCOCC1 (configuration not stated)
→ 0.9	7	3	-27	-7	-1	-1	-16	1	4
CCOC(=O)CC(NS(=O)(=O)Cc1ccccc1)c1ccc(C)cc1 (configuration not stated)
→ -1.0	7	-11	3	1	0	1	-1	3	4
COc1ccc(CC(NC(C)=O)C(=O)NC2CCN(c3nnnn3-c3ccccc3)CC2)cc1 (configuration not stated)
→ 0.6	-3	-6	1	-4	3	-2	-2	-4	5
CC1(C)CN(C2CCCCC2)C(=O)[C@H]1CC(=O)Nc1ccc(Br)cc1
→ 0.1	5	-6	1	-3	4	-1	0	-10	4
CCN(CC)CCn1c2ccc(F)cc2c2nc(C)sc21
→ -0.2	3	-9	1	-1	-3	3	-2	-6	5
COC(=O)c1cc(=O)n(Cc2ccc3c(c2)OCO3)c(=Nc2ccc(F)cc2)s1
→ 0.8	4	5	1	-3	5	3	0	2	1
Cc1nc2c(ccc3c2ccc2nc(C)sc23)s1
→ 0.6	2	-16	-1	1	-10	-1	0	9	0
COc1ccc(NC(=O)NCc2ccc3c(c2)OCO3)cc1OC
→ 0.1	-1	4	-3	-1	-3	0	-3	3	-5
C=CCOCCN1C(=O)C2C3C=CC(C2C1=O)C1C2C(=O)N(CCOCC=C)C(=O)C2C31 (configuration not stated)
→ -0.3	-3	11	3	1	0	7	-1	-5	-3
Cc1cc(Nc2cccc(C)c2C)n2ncnc2n1
→ 0.1	11	-8	5	0	1	0	0	-16	1
O=C(COc1ccc(S(=O)(=O)NC2CCCCC2)cc1)N1CCN(c2ccc(F)cc2)CC1
→ 0.5	2	0	1	6	0	0	-2	2	-3
O=C(Nc1cn(-c2ccccc2)nc1-c1ccc(Cl)cc1)c1ccccc1
→ 0.5	-2	-3	2	1	1	1	2	-3	3
O=C(CSc1nnc(Cn2c(=O)sc3ccccc32)n1-c1ccccc1)N1CCCC1
→ -0.1	-5	6	3	-1	1	2	1	-7	-2
COc1cccc(NC(=O)c2ccc3c(c2)OCCO3)c1
→ -0.2	6	0	-1	-3	3	-2	1	-3	2
Cc1cc(C)cc(NC(=O)C(=O)NCC2CCCO2)c1 (configuration not stated)
→ -0.5	2	-10	1	-1	2	-2	3	-7	-2
O=C(CCCOc1ccccc1)N1CCN(S(=O)(=O)c2ccccc2)CC1
→ 0.2	4	4	-3	-2	0	1	-2	-7	4
CCOC(=O)/C=C/C(=O)OCc1csc(CC(=O)Nc2ccccc2C)n1
→ 0.1	11	-3	-21	-2	0	0	-14	-1	1

Each structure is followed by: KLK7 zymogen act	DDE Tn6 FP inh	ASAP1 inh	PLCb3 inh	ADAM17 inh	MBD2 inh	UHRF1 binding	PLC-gamma1 inh	ARFGAP1 inh	DDE Tn7 FP inh
CSc1nnc2c(n1)OC=Nc1ccccc1-2
→ -0.2	4	5	1	-3	-4	-3	1	7	-1
O=C1[C@H]2[C@@H](C(=O)N1c1cccc3ccccc13)C1(C(=O)c3ccccc3C1=O)N1CCC[C@@H]21
→ 1.3	0	-9	-7	-6	9	6	-5	6	0
Cc1cc(N2CCN(c3ccccn3)CC2)n2nc(C)nc2n1
→ -0.1	0	0	2	-3	-5	1	2	1	-2
O=C(COC(=O)C1=COCCO1)Nc1ccc(Oc2ccccc2)cc1
→ 0.3	6	7	1	-2	-7	0	-1	-3	5
C=CCOC(=O)C1=C(C)NC(C)=C(C(=O)OCC=C)C1c1ccco1
→ 0.0	5	11	-28	-7	-4	0	-25	16	2
COc1ccccc1CNC(=O)CCn1c(=O)[nH]c2ccsc2c1=O
→ 0.2	1	1	1	-2	0	-1	-2	-9	3
Cc1ccc(C(O)c2ncc(-c3cccc(F)c3)[nH]2)cc1 (configuration not stated)
→ 0.2	8	-10	1	-3	1	-1	1	-3	13
Cc1ccc(S(=O)(=O)N2CCC(C(=O)N3CCC[C@H]3C(=O)NCc3ccco3)CC2)cc1
→ 0.9	9	-16	-1	-1	3	2	-3	8	0
CCOC(=O)C(=NCC1CCCO1)NNc1ccccc1Cl (configuration not stated)
→ 1.1	2	-9	-13	-7	5	2	-3	12	-2
Cc1ccc2c(CSc3nncs3)cc(=O)oc2c1
→ -0.1	-3	-2	-3	-3	-7	-5	-1	-6	0
Cc1ccccc1CSCC(=O)c1c(N)n(CC(C)C)c(=O)n(C)c1=O
→ 0.2	-1	-8	-1	2	-1	-2	-26	-10	7
COc1ccc(OC)c(S(=O)(=O)N2CCC(C(=O)NC3CC3)CC2)c1
→ -0.2	1	8	-7	-3	4	0	-1	-5	1
CC(Oc1ccccc1)C(=O)Nc1nnc(S(=O)(=O)N2CCCCCC2)s1 (configuration not stated)
→ 0.6	4	-6	1	0	-6	-2	-2	13	-4
COc1ccc(NC(=O)CN2CCN(c3ccc(F)cc3)CC2)cc1Cl
→ 0.6	13	4	-1	2	-2	-1	-3	-11	2
COc1ccc(CN2CCN(S(=O)(=O)c3ccc(F)cc3)CC2)c(OC)c1OC
→ 0.4	-4	7	3	-3	-4	2	4	2	-5
CCOC(=O)N1CCN(C(=O)c2ccc(-n3c(C)ccc3C)cc2)CC1
→ 0.5	-1	3	0	3	5	2	-2	-6	4
CCOC(=O)c1nn(-c2ccc(C)cc2)c(C)c1C(C)=O
→ 0.0	-1	0	7	-3	11	6	2	2	1
CCc1ccc(N2C(=O)CC(N3CCC(C(=O)OC)CC3)C2=O)cc1 (configuration not stated)
→ -0.1	-2	10	0	-6	3	-2	-3	-5	5
C[C@]12C[C@H](O)[C@H]3[C@@H](CCC4=CC(=O)CC[C@@]43C)[C@@H]1CC[C@@H]2C(=O)CO
→ 0.1	2	-1	1	-4	-1	1	-2	-3	-2
O=C(Nc1cccc(NC(=O)C2CCCO2)c1)c1ccco1 (configuration not stated)
→ -0.1	3	5	3	-3	1	2	0	-7	5

Each structure is followed by: KLK7 zymogen act	DDE Tn6 FP inh	ASAP1 inh	PLCb3 inh	ADAM17 inh	MBD2 inh	UHRF1 binding	PLC-gamma1 inh	ARFGAP1 inh	DDE Tn7 FP inh
Cc1ccc(C(=O)CSc2nnc3n2CCCCC3)s1
→ -0.3	5	5	-4	2	1	2	3	-2	-1
COc1ccc(CNC(=O)/C=C/c2cc([N+](=O)[O-])ccc2OC(F)F)cc1
→ -0.6	-1	-3	2	-3	-2	0	0	-4	7
COc1ccc(C(=O)/C(C#N)=N/Nc2cccc([N+](=O)[O-])c2)cc1
→ 0.3	1	7	-2	1	-4	1	-2	5	8
Cc1ccc(C(=O)Nc2nc(C(C)(C)C)cs2)s1
→ 0.6	-2	-1	-26	5	-1	-3	-13	13	-6
Cc1nc2c(-c3ccccc3)cnn2c(N2CCOCC2)c1C
→ 1.1	-4	-6	-97	-4	3	1	-69	11	-1
NS(=O)(=O)c1ccc(NC(=S)Nc2ccn(Cc3cccc4ccccc34)n2)cc1
→ -0.5	0	-5	-4	6	6	-1	2	2	-4
COC(=O)c1sc(SC)c(S(=O)(=O)C(C)C)c1N
→ -0.6	2	4	-7	-3	4	4	-1	-4	-1
